Source: PubChem (The Scripps Research Institute Molecular Screening Center)
TEAD-YAP block: TEAD-YAP interaction inhibition | HEK-TIYL cells, TEAD-Gal4/YAP UAS-luciferase luminescence | inhibition, % at 9.12 µM | 640,000 compounds, 1.4% hits | AID 1259422; in the data active = inhibition above about 32%;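 note: 0% = median of test compound wells and 100% = reference inhibitor wells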
FBW7 activator: human FBW7 E3 ligase activation, primary screen | AID 1259310 | 650,000 compounds, 0.13% hits | normalized activity (activation), % at 26.1 µM | Q969H0 | AlphaScreen FBW7–phospho-cyclin E peptide binding, activator screen; in the data active = normalized activity above about 1.9%;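 note: purified mutant Fbw7 with reduced substrate affinity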
Target sequence (Q969H0 whole entry, looked up): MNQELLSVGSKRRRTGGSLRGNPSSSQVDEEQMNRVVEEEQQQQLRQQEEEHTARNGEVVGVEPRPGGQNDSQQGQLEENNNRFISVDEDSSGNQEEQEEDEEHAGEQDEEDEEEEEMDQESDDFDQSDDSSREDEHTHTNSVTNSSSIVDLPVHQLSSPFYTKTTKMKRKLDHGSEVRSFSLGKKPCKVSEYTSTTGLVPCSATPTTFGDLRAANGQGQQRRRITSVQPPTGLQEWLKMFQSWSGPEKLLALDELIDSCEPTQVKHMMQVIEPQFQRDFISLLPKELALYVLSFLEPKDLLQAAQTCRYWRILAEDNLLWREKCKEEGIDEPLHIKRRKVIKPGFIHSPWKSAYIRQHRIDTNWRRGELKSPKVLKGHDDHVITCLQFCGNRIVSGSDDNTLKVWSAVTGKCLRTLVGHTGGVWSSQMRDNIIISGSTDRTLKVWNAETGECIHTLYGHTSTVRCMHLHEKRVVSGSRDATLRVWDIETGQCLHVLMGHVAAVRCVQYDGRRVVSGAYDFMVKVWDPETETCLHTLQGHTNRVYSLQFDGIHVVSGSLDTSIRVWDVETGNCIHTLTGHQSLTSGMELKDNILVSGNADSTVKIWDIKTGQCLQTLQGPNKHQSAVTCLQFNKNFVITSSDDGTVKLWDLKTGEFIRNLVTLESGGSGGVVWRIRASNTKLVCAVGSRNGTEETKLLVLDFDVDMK
MITF inh: blocks human microphthalmia-associated transcription factor. O75030. inhibition, % at 2.6 µM. 650,000 compounds, 0.91% hits. AID 1259374. AlphaScreen MITF homodimerization, bead proximity signal; in the data active = inhibition above about 50%;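 note: 0% = vehicle wells with protein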
GPR151 activ: activators of human GPR151; 650,000 compounds, 1% hits; Q8TDV0; PathHunter beta-arrestin GPR151 cells, luminescence; AID 1508602; activation, % at 11.2 µM; in the data active = activation above about 4.9%;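 note: 0% = median of compound wells and 100% = cells with positive control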
An asterisk follows results filed as active; & = joins results of further samples.

canonical_smiles	TEAD-YAP block	FBW7 activator	MITF inh	GPR151 activ
CCOc1ccc2c(c1)CC(C(=O)Nc1ccc(-c3cn[nH]n3)cc1)NC2 (stereo unspecified)	-12	-0.6	25	3.5
CCOc1ccc2nc(NC(=O)c3ccc(S(=O)(=O)N4CC(C)CC(C)C4)cc3)sc2c1 (stereo unspecified)	-1	0.2	13	1.5
O=[N+]([O-])c1ccc(N2CCN(S(=O)(=O)c3ccc(Cl)cc3)CC2)cc1N1CCN(Cc2ccccc2)CC1	3	0.0	5	2.0
Cn1cc(I)c(C(=O)N/N=C/c2ccc(Cl)cc2)n1	-76	1.2	17	-3.6
COc1ccc(/C=N/Nc2cc(OC)ncn2)c(OC)c1	-70	0.1	-10	0.0
Cc1ccc(CC(=O)N2CCCC2)cc1	1	-0.1	3	-0.4
COc1ccccc1CN(C)S(=O)(=O)c1ccccc1C(F)(F)F	-4	0.0	-3	3.9
O=C(COc1ccccc1)NC(=S)Nc1ccc2oc(=O)ccc2c1	2	-0.1	-2	0.4
N#CC1=C(N)Oc2n[nH]c(-c3ccccc3)c2C1c1ccco1 (stereo unspecified)	-11	-0.3	1	-0.9
Cc1cc(C)cc(N2C(=O)CSC2c2cc3c(cc2[N+](=O)[O-])OCO3)c1 (stereo unspecified)	0	0.0	-7	-0.4
COc1ccc(-c2nc(NCCCN3CCCC3=O)c3ncn(C4CCCCC4)c3n2)cc1	10	-0.2	1	-0.2
c1ccc(CN2CCC(N3CCN(C4CC5CCC4C5)CC3)CC2)cc1 (stereo unspecified)	5	-0.1	35	1.9
CCN(CC)c1ccc(NC(=O)CCc2ccccc2)cc1C	13	-0.1	43	1.9
O=C(CCS(=O)(=O)c1cccc2nonc12)Nc1c(F)cccc1F	-16	0.1	13	-0.4
CC(=O)NC(=O)c1cc2ccccc2oc1=NCc1ccccc1	2	0.8	-2	-1.0
CC12CN3CCN(CC(C3)/C1=N/NC(=O)Nc1ccccc1)C2	-4	0.0	13	-0.9
O=c1cc(NCc2ccco2)[nH]c(=O)n1-c1ccc(Cl)cc1	2	-0.1	-4	-0.5
COC(=O)C(CC(C)C)NC(=O)C(CC(C)C)NC(=O)OCc1ccccc1 (stereo unspecified)	0	0.1	-3	1.3
O=C(NCc1cccc(C(F)(F)F)c1)c1csc(Nc2ccc3ncccc3c2)n1	-8	0.1	8	-2.2
CCCNC(=O)Cn1cnc2sc(C(=O)Nc3ccc(F)cc3F)c(C)c2c1=O	-13	-0.1	7	2.1
Nc1c(Cl)c(Cl)nc(C(=O)N/N=C/c2ccccc2)c1Cl	-3	-0.1	-4	-0.1
CCCC(=O)Nc1cc(OC)ccc1OC	2	0.1	12	0.3
O=C(O)c1ccccc1C(=O)NCc1ccc2c(c1)OCO2	0	-0.1	5	-0.2
COc1cccc(C(=O)NC23CC4CC(CC(C4)C2)C3)c1	-24	0.0	17	2.2
CC(=O)OC1C([N+]2(C)CCCCC2)C[C@H]2C3CC[C@H]4C[C@H](OC(C)=O)C([N+]5(C)CCCCC5)CC4(C)[C@H]3CCC12C (stereo partly specified)	4	0.4&0.0	8&11	-1.9&-0.6
O=C(NCCc1nc2ccccc2[nH]1)c1ccccc1	4	0.3	12	-0.4
CC(=O)c1[nH]c(C)c(C(=O)Nc2ccc(F)cc2)c1C	5	0.0	9	-0.3
O=C1NC(c2ccccc2)=N/C1=C\c1cccc2ccccc12	-13	0.1	-1	0.9
COc1ccc(OC)c(NC(=S)NC2CCCC2)c1	-4	0.4	6	-0.4
Cc1cnc(Nc2ccccc2)nc1NCCc1ccc(O)cc1	-7	-0.1	-13	0.1
CC(=O)c1c(C)c2ccccc2n1C	0	-0.1	-12	2.4
COc1ccc(-c2nc(NCCCN3CCCC3=O)c3ncn(-c4ccccc4)c3n2)cc1	20	0.0	10	2.5
COc1ccc(CCN(C)Cc2nc(-c3ccccn3)no2)cc1OC	0	0.7	-13	-1.0
Cc1cc(C(=O)N[C@H](Cn2nc(-c3cccs3)ccc2=O)C(C)C)on1	13	0.2	4	-0.4
CCCOc1ccc2c(c1)C(=O)c1cc(OCC(=O)O)ccc1-2	21	0.3	-18	0.5
Cc1ccc(NS(=O)(=O)c2ccccc2)c2c1CC(C)(C)O2	-3	-0.2	5	-0.9
COc1ccc(-c2nc(NC3CCN(Cc4ccccc4)CC3)c3ncn(C(C)C)c3n2)cn1	19	0.3	0	-0.8
CCOc1ccc(C2C(C(=O)OC)=C(C)NC3=C2C(=O)CC(c2ccc(Cl)cc2)C3)cc1OC (stereo unspecified)	-1	0.2	3	-1.7
O=C(Nc1ccc(Cl)cn1)c1ccccc1Cl	-69	0.2	6	-3.8
COc1ccc(NC(=O)C(c2ccc(C)cc2)N(C)C(=O)c2cnccn2)cc1 (stereo unspecified)	-6	0.0	-8	1.5

Brought forward from above: 5 compounds, followed by the next part.
canonical_smiles	TEAD-YAP block	FBW7 activator	MITF inh	GPR151 activ
Cc1ccc(NS(=O)(=O)c2ccccc2)c2c1CC(C)(C)O2	-3	-0.2	5	-0.9
COc1ccc(-c2nc(NC3CCN(Cc4ccccc4)CC3)c3ncn(C(C)C)c3n2)cn1	19	0.3	0	-0.8
CCOc1ccc(C2C(C(=O)OC)=C(C)NC3=C2C(=O)CC(c2ccc(Cl)cc2)C3)cc1OC (stereo unspecified)	-1	0.2	3	-1.7
O=C(Nc1ccc(Cl)cn1)c1ccccc1Cl	-69	0.2	6	-3.8
COc1ccc(NC(=O)C(c2ccc(C)cc2)N(C)C(=O)c2cnccn2)cc1 (stereo unspecified)	-6	0.0	-8	1.5
COc1ccc(Cl)cc1N(C)C(=O)Cn1nc(Cc2cccnc2)c2ccccc2c1=O	10	-0.1	9	1.0
CC(=O)COC(=O)c1ccc(S(=O)(=O)N2CCCCCC2)cc1	6	0.0	3	2.4
O=C1C(=O)N(c2ccc(Br)cn2)C(c2ccccc2)/C1=C(\O)c1ccc(Cl)cc1 (stereo unspecified)	-12	0.0	10	-1.5
CCOC(=O)c1c(C)[nH]sc1=S	0	0.1	-2	0.0
CCOCCCNC(=O)CCCCCn1c(=O)[nH]c2cc(OC)c(OC)cc2c1=O	-2	-0.1	2	1.2
CC1CCC(N2CCN(Cc3ccccn3)CC2)CC1 (stereo unspecified)	12	0.6	64*	-1.5
Cc1sc(N(CC(=O)O)c2ccccc2)nc1-c1ccccc1	-5	0.0	-16	-0.7
CCOC(=O)CC(=O)CSc1nc2sc(C(=O)OCC)c(C)c2c(=O)n1CCc1ccc(OC)c(OC)c1	6	0.0	3	-0.4
CC1CCCCN1C(=O)Nc1ccccc1Cl (stereo unspecified)	2	0.0	-7	1.1
CC1CC(C)CN(S(=O)(=O)c2cc(C(=O)Nc3ccccc3Cl)ccc2F)C1 (stereo unspecified)	8	-0.1	8	1.0
CCC(C(=O)Nc1cccc([N+](=O)[O-])c1C)c1ccccc1 (stereo unspecified)	3	-0.1	-4	-1.9
COc1ccc(CSc2nnc(NC(C)=O)s2)cc1[N+](=O)[O-]	-3	-0.1	-13	0.4
CN1CCN(C(=O)c2ccc(-c3nc4ccc(C(=O)NCc5nc6ccccc6[nH]5)cc4s3)cc2)CC1	-6	0.4	11	3.1
CC(C)C(=O)NCCn1nc(-c2cccs2)oc1=O	21	-0.2	-1	0.3
C/C(=N\NC(=O)c1ccco1)c1cccs1	-64	0.1	-5	0.2
CS(=O)(=O)Nc1ccc(C(=O)CCl)cc1	6	0.8	12	0.5
O=C(Nc1ccc(S(=O)(=O)N2CCCC2)cc1)c1ccco1	-2	-0.2	-23	-0.3
CC(C)C[C@@H]1NC(=O)[C@@H]2C[C@H](NC(=O)Nc3cccc(F)c3)CN2C1=O	0	0.0	-8	-0.5
O=[N+]([O-])c1ccc(N2CCN(c3ncccn3)CC2)c([N+](=O)[O-])c1	2	-0.2	3	0.3
CCOC(=O)N1CCN(S(=O)(=O)c2ccc(C)cc2)C1	-6	-0.1	5	-1.6
O=C1Nc2ccccc2N(O)N1c1cccc(Br)c1	-3	0.3	6	7.7*
CCOC(=O)c1sc2ncnc(Nc3cc(OC)cc(OC)c3)c2c1C	14	0.0	3	-1.2
CS(=O)(=O)N(CC(=O)Nc1ccccc1C(=O)O)c1ccccc1F	-3	0.1	5	-0.1
CCOC(=O)c1c(C)[nH]c(C)c1C(=O)COC(=O)c1ccc(OC(F)F)c(OC)c1	-19	0.1	9	-0.2
COC(=O)C1=CN(Cc2ccc(F)cc2)C=C(C(=O)OC)C1c1ccc(F)cc1	9	0.1	6	0.5
CCc1nn(CC(=O)NC(C)(C)C)c(=O)c2cc3ccsc3n12	9	0.2	24	-0.5
Cc1ccc(C(=O)N2CCCC(N(C)CCc3ccccc3)C2)cn1 (stereo unspecified)	-5	-0.1	-4	-0.7
COC(=O)C(C#N)C(=C1C(=O)CC(C)(C)CC1=O)c1ccc(O)cc1 (stereo unspecified)	5	0.0	-11	-0.5
COc1ccc(C2CC(C(F)(F)F)n3nc(C(=O)O)c(Br)c3N2)cc1 (stereo unspecified)	5	0.1	0	-0.7
CN(C)c1cccc(Nc2nc(C(=O)NCCc3ccc(O)cc3)cs2)c1	-13	0.1	15	0.6
COC(=O)c1ccc(C=Nc2c(C)n(C)n(-c3ccccc3)c2=O)cc1	2	0.0	-16	-0.9
COc1cccc(CC2(CO)CCN(C(=O)NCCc3ccccc3)CC2)c1	-3	0.2	6	0.4
CCC(Sc1nc(N)cc(=O)[nH]1)C(=O)Nc1nnc(C)s1 (stereo unspecified)	-3	-0.2	-5	-1.4
O=C(NCCCO)/C(=C\c1ccccc1)NC(=O)c1ccccc1Br	-7	0.0	12	-1.7
O=C(c1ccc([N+](=O)[O-])cc1Cl)N1CCN(c2ccccc2F)CC1	8	0.1	16	1.7
CCN1CCc2c(sc(NC(=O)c3ccc(S(=O)(=O)N4CCCC4)cc3)c2C(=O)OC)C1	-4	0.2	3	-1.3
CCNS(=O)(=O)c1ccc(NC(=O)c2ccccc2OCC)cc1	7	0.6	19	0.0
CCCCNC(=O)CNC(=S)N(Cc1ccc(C)cc1)Cc1ccco1	1	-0.3	-15	1.2
COc1ccccc1N1CCN(CC(=O)Nc2ccccc2Br)CC1	-1	-0.4	-3	2.1
O=c1[nH]c2ccccc2nc1C(F)(F)F	-5	-0.1	0	-0.4
CCSc1nc(N)c2c3c(sc2n1)CCCCC3	-50	0.1	-1	0.0
COc1ccc(-n2nc(C(=O)Nc3ccc(F)cc3F)c3ccccc3c2=O)c(OC)c1	3	0.0	9	-0.7
Cc1c(NS(=O)(=O)c2ccc(Br)s2)c(=O)n(-c2ccccc2)n1C	-4	-0.3	-10	-0.4
O=C1OCCC1Sc1nnnn1-c1ccc(Cl)cc1 (stereo unspecified)	20	0.2	5	-3.4
Cc1nc(SCCO)c2c(-c3cccs3)csc2n1	-8	0.1	2	0.3
O=C(CC1Nc2c3ccccc3nc(=S)n2C1=O)NCc1ccccc1Cl (stereo unspecified)	-7	-0.1	4	0.0
Cc1sc2c(c1C)CN(CC1COc3ccccc3O1)CN2C(=O)c1ccco1 (stereo unspecified)	-26	0.6	-3	-0.1
CCC(C(=O)NCc1cccc(OC)c1)n1c2ccccc2c2nc(=O)cc(C)n21 (stereo unspecified)	3	0.8	7	0.7
COc1cc(C=C2C(=O)N(C)C(=S)N(C)C2=O)c(Br)cc1O	2	-0.1	-8	-0.2
Cc1ccc(-c2nc3ccccc3s2)cc1S(=O)(=O)N1CCCC1	-26	-0.2	-4	3.4

Record cards, as listed above. Order of screens: TEAD-YAP block	FBW7 activator	MITF inh	GPR151 activ
Profile of Cc1sc2c(c1C)CN(CC1COc3ccccc3O1)CN2C(=O)c1ccco1 (stereo unspecified) = -26	0.6	-3	-0.1
Profile of O=C1OCCC1Sc1nnnn1-c1ccc(Cl)cc1 (stereo unspecified) = 20	0.2	5	-3.4
Profile of Cc1c(NS(=O)(=O)c2ccc(Br)s2)c(=O)n(-c2ccccc2)n1C = -4	-0.3	-10	-0.4
Profile of Cc1ccc(-c2nc3ccccc3s2)cc1S(=O)(=O)N1CCCC1 = -26	-0.2	-4	3.4
Profile of CCSc1nc(N)c2c3c(sc2n1)CCCCC3 = -50	0.1	-1	0.0

(listing goes on)
canonical_smiles	TEAD-YAP block	FBW7 activator	MITF inh	GPR151 activ
CCOc1ccc(NC(=O)COc2c(C)ccc(C)c2C)cc1	41*	0.0	4	1.5
CCN1C(=O)C(CC(=O)Nc2ccc(OC)cc2)N(CCc2ccc(Cl)cc2)C1=S (stereo unspecified)	-5	-0.1	-7	0.0
Cc1ccc(N)cc1N1C(=O)c2ccccc2C1=O	13	-0.1	7	-0.1
CC(=O)Nc1ccc(C(=O)N(C)c2ccccc2)cc1	4	0.1	1	0.6
NC(=O)C1CCCN(C(=O)CCC(=O)c2cccs2)C1 (stereo unspecified)	-9	0.1	21	1.5
N#Cc1ccc(NC(=O)COC(=O)Cc2ccc(Br)cc2)cc1	-7	0.1	3	-0.8
